# HER2 expr 66K: Her2 kinase expression inhibition; P04626; AID 645; SKBR-3 HER2 protein level, AlphaScreen, 18-24 h; active compounds read low; 65,000 compounds, 0.69% hits; HER2 level % of control, % at 10 µM;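 active = HER2 level under 5% of the carrier-only control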;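 note: 100% = DMSO carrier and 0% = 500 nM PU-H71 HSP90 inhibitor; lower value means stronger loss of Her2 protein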
# Target sequence (P04626 whole entry, looked up): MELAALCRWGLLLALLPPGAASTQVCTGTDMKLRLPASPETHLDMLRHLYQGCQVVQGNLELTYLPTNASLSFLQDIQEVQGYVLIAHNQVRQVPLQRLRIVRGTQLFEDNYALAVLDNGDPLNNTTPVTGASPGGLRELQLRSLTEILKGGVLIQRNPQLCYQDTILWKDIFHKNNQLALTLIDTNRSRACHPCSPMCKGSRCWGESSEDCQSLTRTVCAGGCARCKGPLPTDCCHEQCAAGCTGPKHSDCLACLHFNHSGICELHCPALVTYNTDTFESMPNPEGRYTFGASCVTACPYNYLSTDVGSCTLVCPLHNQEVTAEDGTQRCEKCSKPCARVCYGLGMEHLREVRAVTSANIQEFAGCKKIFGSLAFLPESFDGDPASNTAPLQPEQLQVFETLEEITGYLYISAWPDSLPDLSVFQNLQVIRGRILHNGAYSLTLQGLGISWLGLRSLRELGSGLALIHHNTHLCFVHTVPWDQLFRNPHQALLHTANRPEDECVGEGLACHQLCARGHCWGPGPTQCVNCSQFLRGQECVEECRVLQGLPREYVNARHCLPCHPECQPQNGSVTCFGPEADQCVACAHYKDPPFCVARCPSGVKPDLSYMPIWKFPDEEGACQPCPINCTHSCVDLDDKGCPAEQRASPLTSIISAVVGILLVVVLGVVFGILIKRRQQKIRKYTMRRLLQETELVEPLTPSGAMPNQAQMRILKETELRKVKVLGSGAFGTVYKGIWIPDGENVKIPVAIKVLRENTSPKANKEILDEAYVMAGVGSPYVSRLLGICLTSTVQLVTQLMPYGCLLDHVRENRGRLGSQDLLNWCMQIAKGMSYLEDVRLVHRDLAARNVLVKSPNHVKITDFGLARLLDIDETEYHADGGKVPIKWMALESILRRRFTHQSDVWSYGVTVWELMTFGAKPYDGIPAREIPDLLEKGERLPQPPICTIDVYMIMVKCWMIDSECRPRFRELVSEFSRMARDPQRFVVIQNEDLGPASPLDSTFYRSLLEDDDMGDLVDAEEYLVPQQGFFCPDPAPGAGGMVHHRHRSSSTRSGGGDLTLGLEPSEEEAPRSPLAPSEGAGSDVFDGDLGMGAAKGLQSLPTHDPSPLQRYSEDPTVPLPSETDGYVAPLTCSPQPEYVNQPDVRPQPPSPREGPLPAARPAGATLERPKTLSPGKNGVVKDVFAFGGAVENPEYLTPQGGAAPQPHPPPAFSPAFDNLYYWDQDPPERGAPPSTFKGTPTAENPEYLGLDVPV
# 5HT1E ag: 5-HT1E (human) receptor agonism | AID 574 | 65,000 compounds, 0.69% hits | activation, % at 6 µM | P28566 | CHO 5-HT1E Ga15 NFAT-bla reporter, FRET; 0% DMSO wells, 100% control agonist wells;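 active = activation above a set limit, the screen-wide mean activation plus 3 SD, cut at about 8.5% in these data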;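 note: 100% = positive control agonist at 1 µM giving full maximal response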
# S1P3 agonist: activates the human S1P3 receptor; Q99500; S1P3 NFAT-BLA reporter cells, agonism, FRET ratio; relative to 1 µM S1P, basal subtracted; activation, % at 4.5 µM; 60,000 compounds, 0.1% hits; AID 373;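 active = activation above the screen-wide mean plus 3 SD, cut at about 4.5% in these data, passing the limit was not always enough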; note: some compounds called inactive have numbers as strong as hits
#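 Assay system: stable CHO line with human S1P3, Gα16, NFAT-BLA reporter; Detection: FRET β-lactamase substrate fluorescence, excitation 405 nm, 460/535 nm emission ratio, background-subtracted; Read-out: percent activation versus median 1 µM S1P response, basal-subtracted, per plate; Incubation: cells plated overnight, compound 4 h 37 °C, substrate 2 h RT.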
# S1P1 ag-PAM: agonists and agonism potentiators of human S1P1 receptor; P21453; S1P1 CRE-bla cells, forskolin, beta-lactamase FRET, potentiator mode; S1P1 agonist co-added at EC20, 2 nM; 100% = saturating reference agonist, 0% = basal; activation, % at 9.5 µM; 56,000 compounds, 0.57% hits;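 active = activation above a cutoff set at the mean activation of all tested compounds plus 3 SD, cut at about 54% in these data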;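 note: forskolin at 4 µM as EC80 and the EC20 agonist is SEW2871; 100% = SEW2871 at its EC100 plus forskolin at EC80; some compounds past the cut are filed as inactive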
# Jurkat tox 60K: cytotoxicity toward Jurkat cells | Jurkat E6.1 viability, ATP luminescence, 48 h | inhibition, % at 4 µM | 56,000 compounds, 1.2% hits | AID 463;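 active = inhibition above the mean inhibition of all tested compounds plus 3 SD, cut at about 28% in these data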
# M1 agonist: activates the M1 muscarinic receptor. CHO-M1 cells, Fluo-4 calcium fluorescence, agonist mode; active compounds read high. B-score at 10 µM. 64,000 compounds, 3% hits. AID 626;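 active = fluorescence rise, raw or as B-score row- and column-corrected plate score, outside the 99.7% band of its plate's samples, either direction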
# HTR1E antagonist: blocks the human 5-HT1E serotonin receptor; P28566; 65,000 compounds, 0.99% hits; AID 571; CHO 5-HT1E Ga15 NFAT-bla reporter, FRET, antagonist; inhibition, % at 6 µM;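 active = inhibition above a set limit, the mean inhibition across every tested compound plus 3 SD, cut at about 29% in these data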;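 note: signal is the 460 over 535 nm emission ratio of beta-lactamase substrate; 0% = agonist plus DMSO wells and 100% = wells without agonist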
# M1 antag: blocks the rat M1 muscarinic receptor response to acetylcholine | P08482 | CHO-M1 cells, Fluo-4 calcium, ACh EC80 antagonist mode; active compounds read low | B-score at 10 µM | 64,000 compounds, 3.4% hits;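 active = calcium fluorescence response, raw or row-and-column corrected B-score, differing from the plate sample mean either way at a set confidence level, mostly lower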
# HEK293 NFkB inh: lowers PMA/ionomycin-induced NF-kB signal in HEK293 cells | HEK-293 NF-kB luciferase reporter, luminescence | inhibition, % at 3 µM | 62,000 compounds, 0.21% hits | AID 465;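 active = inhibition above the mean of all tested compounds plus 3 SD, cut at about 40% in these data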;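 note: 0% = stimulated DMSO wells and 100% = 10 µM reference inhibitor 5653914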
#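 Timing: 1 h pretreatment, 16 h stimulation, 37 °C; system: HEK-293 cells with stable firefly luciferase reporter driven by four HIV NF-kB elements; doses: 3 µM once, 0.30% DMSO; measured by: luciferase luminescence; control set: DMSO and 10 µM reference inhibitor; repeats: single test; reagent: PMA plus ionomycin mix as NF-kB-activating stimulus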
# Numbers without * were called inactive; / = not tested or not shown.
SMILES,HER2 expr 66K,5HT1E ag,S1P3 agonist,S1P1 ag-PAM,Jurkat tox 60K,M1 agonist,HTR1E antagonist,M1 antag,HEK293 NFkB inh
COc1ccc(S(=O)(=O)N2CCC(C(=O)Nc3ccc(OC)c(OC)c3)CC2)cc1C,104,0.6,-1.0,/,-10,-0.013,-6,-0.27,9
CN(C)CCOCCP(=O)(c1ccccc1)c1ccccc1,94,0.1,-0.9,-4,3,-0.17,7,0.041,27
O=C(NCC1CCCO1)c1ccc2nc(N3CCCCC3)sc2c1 (centres undefined),98,0.3,-0.8,-17,-5,-0.81,4,-0.18,-58
CCC(Oc1ccccc1)C(=O)Nc1ccc(S(=O)(=O)NCC2CCCO2)cc1 (centres undefined),172,-0.6,-0.7,-22,17,-2.2*,8,-0.71,8
Cc1cc(NC(=O)C2CCC2)n(-c2ccccn2)n1,114,1.5,/,/,/,0.27,36*,0.61,6
Cc1cc2nc(-c3cccnc3SCC(=O)NCc3ccco3)[nH]c2cc1C,66,0.1,-0.1,10,19,-0.34,2,0.0068,-9
O=C(NCc1ccc2c(c1)OCO2)c1ccccn1,238,-1.6,0.3,10,-3,-0.48,16,-0.13,17
Cc1ccc(NC2=CC(=O)CC(C)(C)C2)cc1C,94,-0.2,0.9,-4,9,-1.3,7,-0.11,25
CC1=CC(=C(C#N)c2nc3ccccc3s2)C=C(C)N1Cc1ccco1,141,-0.4,0.1,3,-1,0.52,-2,-0.6,5
COc1ccccc1N1CCN(C(=O)c2cc(-c3ccc4c(c3)OCO4)on2)CC1,76,0.1,0.7,-16,3,-0.45,-2,0.77,-8
Cc1ccccc1NC(=O)c1ccccc1O,90,0.6,0.4,/,-3,0.019,0,/,-4
CCOC(=O)c1[nH]c2ccc(C)cc2c1N=CN(CC)CC,93,0.1,-0.4,-3,/,-0.21,9,-0.088,/
O=C(Oc1ccc2c(c1)OCO2)c1ccc(Br)c(S(=O)(=O)N2CCOCC2)c1,87,0.4,0.4,-2,1,4.2,4,-0.34,8
O=C(OCC1CCCN2CCCCC12)c1ccc2c(c1)OCO2 (centres undefined),105,-0.3,0.3,-2,4,0.51,1,-4.8*,6
Cc1ccc(Cn2nnc3c(=O)[nH]c(C4CCN(S(=O)(=O)c5ccc(C)cc5)CC4)nc32)cc1,89,1.0,/,/,/,-0.56,-15,0.033,10
CCOc1ccc(-c2noc(=O)[nH]2)cc1,116,-0.3,-0.6,8,1,0.18,-6,-0.68,13
CCCSc1nnc(NC(=O)c2sc3nc(-c4cccs4)ccc3c2N)s1,65,-0.3,-1.5,55,-4,/,8,/,17
Cc1ccc(S(=O)(=O)NCCSc2nnnn2C)cc1,91,0.6,0.1,-3,2,0.4,-3,0.23,17
Cc1cc2ncn(/N=C/c3cccnc3)c2cc1C,82,-0.8,-1.9,-14,-1,0.37,2,-0.33,2
O=C1C2CCCN2C(c2ccccc2F)N1c1ccc(F)cc1 (centres undefined),78,-0.3,-0.1,4,2,0.89,1,0.0078,9
Nc1nc(N2CCOCC2)nc(N(c2ccccc2)c2ccccc2)n1,72,0.7,-0.2,-9,-3,-0.23,-2,0.44,-5
CCC(=O)N1CC(C)C(=O)Nc2ccccc21 (centres undefined),91,-1.2,-1.1,-2,-11,0.12,1,-0.014,15
COC(=O)C(C)Sc1ccc2nnc(-c3cccc(F)c3)n2n1 (centres undefined),81,0.3,-0.6,10,2,-0.27,8,-0.028,7
Cc1ccccc1N(CC(=O)NC1CCCC1)C(=O)CS(=O)CC(=O)Nc1ccc2c(c1)OCO2 (centres undefined),143,-1.6,/,/,/,1.1,3,0.24,9
CCC1(N(C(C)=O)c2ccc(OC)cc2)C(=O)c2ccccc2C1=O,113,0.3,-1.3,-14,5,-0.73,4,-0.049,17
SMILES,HER2 expr 66K,5HT1E ag,S1P3 agonist,S1P1 ag-PAM,Jurkat tox 60K,M1 agonist,HTR1E antagonist,M1 antag,HEK293 NFkB inh
CN(CCCC(=O)Nc1nccs1)S(=O)(=O)c1ccc(Cl)cc1,91,0.1,-1.9,21,2,-0.032,5,0.25,5
CCCc1noc(-c2ccc(-c3ccccc3)cc2)n1,136,0.0,-1.3,32,1,0.15,-6,-0.37,-43
COc1cccc(C2C(C(=O)c3cc4ccccc4o3)=C(O)C(=O)N2c2cc(C)on2)c1OC (centres undefined),106,1.0,-0.4,22,-4,0.41,-5,0.033,8
FC(F)(F)c1cc(-c2ccco2)nc(NCc2ccccc2)n1,48,0.4,/,/,/,0,-6,0.92,20
C#CCNc1nc(CC)nc2c1nnn2Cc1ccccc1F,74,1.7,0.1,31,0,-0.12,16,-1,15
O=C(CC1NCCNC1=O)Nc1ccc(Oc2ccccc2)cc1 (centres undefined),111,-0.5,2.2,7,0,1,-6,-1.6,3
CC1Cc2ccccc2N1C(=O)CCS(=O)(=O)c1cccc2nonc12 (centres undefined),100,-0.9,/,/,/,-1.2,7,-0.07,17
O=c1c2cc(Cl)ccc2oc2nc3n(c(=O)c12)CCCS3,88,-0.3,0.1,1,5,0.57,-6,0.49,6
CCOC(=O)N1CCN(c2cc(C)c(C(C)=O)cc2F)CC1,106,0.0,0.5,-1,2,-1.1,-8,-0.3,0
Cc1cc(=O)[nH]c2ccccc12,91,-0.2,0.7,-4,-2,0.59,-4,0.64,9
CCN(CC)S(=O)(=O)c1ccc(C(=O)OCCN2C(=O)CCC2=O)cc1,119,1.3,-0.8,-2,-2,1.2,-4,0.43,3
CCCOc1ccc(/C(O)=C2/C(=O)C(=O)N(CCOC)C2c2cccnc2)cc1 (centres undefined),103,-0.2,-1.3,21,2,-0.95,-9,0.022,8
COc1ccc(-c2cn3c(C)c(C(=O)N4CCc5ccccc5C4)sc3n2)cc1,97,0.5,-1.4,14,-4,4.7*,2,0.0014,14
CCCCOC(=O)C1=C(C)Nc2ncnn2C1c1ccc(OC)c(OC)c1OC (centres undefined),81,-0.7,-1.0,-24,2,-0.15,8,0.24,1
CC(=O)c1c(Nc2ccc3c(c2)OCCO3)oc(C)cc1=O,101,0.4,-0.4,-19,-11,0.0041,-5,-1.5,8
COc1ccc(C(=O)Nc2cccc(C)c2)cc1S(=O)(=O)N1CCOCC1,106,1.5,1.0,-25,1,-0.12,-3,0.0084,6
O=C(c1ccc(Cl)cc1)C1C2C(=O)N(c3ccccc3)C(=O)C2C2CCCN21 (centres undefined),84,0.9,-1.0,2,-2,15*,-4,0.86,5
Cc1ccc(N(C(C)C(=O)Nc2ccc(S(=O)(=O)N3CCOCC3)cc2)S(C)(=O)=O)cc1 (centres undefined),89,-0.8,0.6,-8,-2,-0.08,3,-0.097,13
CCN1CCCC1CNC(=O)Cn1cc2c(n1)CCC(C)C2 (centres undefined),115,0.5,-0.8,-14,-1,0.0064,-7,-0.22,11
CSC1=NCCN1C(=O)c1cccc(Br)c1,52,0.8,-1.0,2,-1,0.092,-12,-0.015,11
COc1cc(C(=O)Nc2cccc(-c3nc4cc(C)ccc4o3)c2C)cc(OC)c1OC,52,4.0,-0.8,-23,4,0.058,27,-0.023,12
CC(C)(C)n1nnnc1C(c1ccc2ncccc2c1)N1CCSCC1 (centres undefined),92,-0.8,-0.2,-14,-4,-0.31,-3,-0.19,8
CCOc1ccc(/C(O)=C2/C(=O)C(=O)N(CCOCCO)C2c2cccnc2)cc1 (centres undefined),33,0.6,0.1,-9,0,-0.65,2,-0.42,9
CCC(=O)c1cn(CC(=O)NCc2cccnc2)c2ccccc12,87,-0.1,-0.3,1,-5,0.98,-5,0.14,14
NC(=O)CSc1nc(N)c2c3c(sc2n1)CCCCC3,76,0.8,-1.2,1,/,0.53,-7,0.15,/

# Profiles, quoted from the list.
# Record of CCC(=O)c1cn(CC(=O)NCc2cccnc2)c2ccccc12 → HER2 expr 66K: 87; 5HT1E ag: -0.1; S1P3 agonist: -0.3; S1P1 ag-PAM: 1; Jurkat tox 60K: -5; M1 agonist: 0.98; HTR1E antagonist: -5; M1 antag: 0.14; HEK293 NFkB inh: 14
# Record of CC(=O)c1c(Nc2ccc3c(c2)OCCO3)oc(C)cc1=O → HER2 expr 66K: 101; 5HT1E ag: 0.4; S1P3 agonist: -0.4; S1P1 ag-PAM: -19; Jurkat tox 60K: -11; M1 agonist: 0.0041; HTR1E antagonist: -5; M1 antag: -1.5; HEK293 NFkB inh: 8

# Other records
SMILES,HER2 expr 66K,5HT1E ag,S1P3 agonist,S1P1 ag-PAM,Jurkat tox 60K,M1 agonist,HTR1E antagonist,M1 antag,HEK293 NFkB inh
Cn1cccc1P(=O)(c1cccn1C)c1cccn1C,109,-0.5,0.6,-8,-4,0.66,-1,-0.04,3
O=C(Nc1ccc(N2CCOCC2)c(Cl)c1)C1CCCCC1,117,-2.0,0.1,-12,2,-0.017,2,-0.31,-19
CN(c1ccccc1)S(=O)(=O)c1cccc(C(=O)N2CCN(c3ccccn3)CC2)c1,103,-1.0,/,/,/,0.16,1,-1.7,20
COc1ccccc1Oc1ccccc1C(=O)O,/,-0.4,/,/,/,-0.75,1,0.36,11
CCCOc1ccc(/C(O)=C2/C(=O)C(=O)N(CCN(CC)CC)C2c2ccncc2)cc1 (centres undefined),95,-0.6,-0.7,8,-3,-1.5,-2,-0.38,-4
COc1ccccc1Nc1nc(C)cs1,85,-0.2,-0.2,-7,-4,0.46,-4,-1.2,2
Clc1cccc(-c2nc(-c3ccccn3)no2)c1,7,0.5,/,/,/,-1.5,-3,0.57,7
Cc1cc(-n2c(=O)c(C#N)cc3c(=O)n4cccc(C)c4nc32)no1,102,3.1,7.9,-22,-4,1.5,-4,0.56,10
Cc1cc(C(=O)CSc2nc3ccccc3n2CCC#N)c(C)n1Cc1cccs1,37,2.0,/,/,/,-0.027,-7,0.094,10
CCCc1c(CC)c(=N)c2ccccc2n1C,88,-0.4,-1.5,2,15,-0.17,13,-0.32,6
Cc1cccc2sc(NC(=O)C3CCCN(S(=O)(=O)c4cccc5nonc45)C3)nc12 (centres undefined),49,0.7,/,/,/,-0.17,0,0.13,7
Cc1ccc(S(=O)(=O)CCc2nnc(NC(=O)C3CCCO3)s2)cc1 (centres undefined),79,0.3,/,/,/,0.29,10,0.35,6
O=C(NCc1ccco1)c1ccc(NC(=O)C2COc3ccccc3O2)cc1 (centres undefined),169,-0.1,-1.0,4,1,-2.1,-8,-0.88,13
O=C(CCn1nc(-c2ccccc2)ccc1=O)NCCCN1CCCCCC1,83,0.5,-0.6,15,-3,0.88,-12,0.32,11
CC(C)=CCCC(C)NC(=O)NC1CCCCC1 (centres undefined),104,0.6,0.2,16,6,0.58,-3,0.62,5
Cc1ccc2oc(=O)n(CC(=O)O)c2c1,71,-0.6,0.6,-22,0,-0.24,6,-0.58,5
CC(=O)N1CC=C2C(C#N)=C(N)C(C#N)(C#N)C(CCc3ccccc3)C2C1 (centres undefined),46,0.1,-0.4,-46,-1,1.6,4,-1,20
COc1ccc(OC)c(NC(=O)Cn2c(-c3ccc(Cl)cc3)noc2=O)c1,77,-1.1,-0.7,14,4,0.77,8,0.0087,-2
O=C(c1cc2ccccc2oc1=O)N1CCCC1,98,0.7,0.0,-14,-8,0.0006,0,-0.69,20

# Bioassay records: PubChem, several laboratories
